aSyn rescue: alpha-synuclein toxicity inhibition in yeast; Yeast expressing alpha-synuclein, growth rescue, BacTiter-Glo, 24 h; Potency, µM (highest dose often 46.1 µM), without a hit: at the highest dose growth rescue (activation), hits mostly activators; 370,000 tested, 0.14% active; AID 652106; further: potency means the concentration at half of the fitted maximal effect; % of control where 0% means no effect; nearly all actives have a fitted effect of over 65% in size
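Galactose-induced alpha-syn yeast (OD600=0.02, raffinose-pregrown) + pinned cpd, 24 hr, 30 deg C; growth by BacTiter-Glo luminescence. Growth restoration scores as activation.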
Abeta rescue: A-beta toxicity reversal in yeast | yeast expressing A-beta42, growth rescue, OD600, 48 h; response scale: 0% DMSO, 100% iron-clioquinol control | AID 1347071 | 410,000 tested, 0.063% active | Potency, µM (series often up to 46.1 µM), inactives show top-dose growth rescue, hits mostly activators; further: potency means the concentration at half of the fitted maximal effect; nearly all actives have a fitted effect of over 55% in size
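Yeast growth medium received pinned compounds, then yeast cells expressing toxic A-beta were added; plates incubated at 30 C for 48 hr. Growth read as absorbance at 600 nm, normalized to DMSO and equimolar FeCl3 plus clioquinol controls.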
GLP1R inv ag: inverse agonists of human GLP-1 receptor | P43220 | HEK293 GLP-1R CRE-luciferase, luminescence, 24 h; GLP-1R form is constitutively active | Potency, µM (highest dose often 38.3 µM), for inactives: at the highest dose activity change, negative = inhibition, usual class: inhibitors | 410,000 tested, 1.6% active | AID 624417; further: potency means the concentration at half of the fitted maximal effect; on the % scale 0 is the no-effect control and ±100 the full control effect; nearly all actives have a fitted effect of over 55% in size
Target sequence (P43220 whole entry, looked up): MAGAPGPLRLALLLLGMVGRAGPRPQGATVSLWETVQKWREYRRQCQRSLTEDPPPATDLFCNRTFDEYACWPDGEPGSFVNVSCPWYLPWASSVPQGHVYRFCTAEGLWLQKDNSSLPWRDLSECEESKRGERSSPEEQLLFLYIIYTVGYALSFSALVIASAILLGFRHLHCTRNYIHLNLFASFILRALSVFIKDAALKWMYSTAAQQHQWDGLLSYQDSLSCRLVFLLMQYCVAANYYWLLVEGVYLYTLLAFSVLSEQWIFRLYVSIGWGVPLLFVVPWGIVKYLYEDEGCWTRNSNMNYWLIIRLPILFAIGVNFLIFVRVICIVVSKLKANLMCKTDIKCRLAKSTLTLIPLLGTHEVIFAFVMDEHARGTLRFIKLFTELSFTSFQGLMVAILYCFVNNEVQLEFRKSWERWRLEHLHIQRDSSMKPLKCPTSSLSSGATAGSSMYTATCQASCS
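Readout was luciferase luminescence, measured 12 min after detection reagent at room temperature. Beforehand, GLP-1R reporter HEK293 cells had sat 12 h, then received compounds for 24 hr at 37 deg C.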
GLP1R cytotox: cytotoxicity in counter-screen for GLP-1R inverse agonists | 410,000 tested, 0.13% active | HEK293 cAMP-luciferase reporter cells, luminescence, 24 h | Potency, µM (titrated, usually from 38.3 µM), without a hit: top-dose activity change, negative = inhibition, hits mostly inhibitors;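 further: loss of luciferase light is scored as toxicity; potency means the concentration at half of the fitted maximal effect; on the % scale 0 is the no-effect control and ±100 the full control effect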
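1536-well qHTS counterscreen of the MLSMR; 200 cells/uL, 12 h pre-incubation, 23 nL cpd, 24 h at 37 deg C 5% CO2, luciferase detection reagent, 12 min RT, luminescence. Inhibition = undesired.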
TDP-43 yeast inh: TDP-43 toxicity inhibition in yeast; AID 652104; Potency, µM (doses to about 46.1 µM), for inactives: top-dose growth rescue (activation), hits mostly activators; TDP-43 expressing yeast growth rescue, BacTiter-Glo, 24 h; 410,000 tested, 1.8% active; further: potency means the concentration at half of the fitted maximal effect; % of control where 0% means no effect; nearly all actives have a fitted effect of over 50% in size
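In this qHTS, compounds that restore growth of yeast expressing TDP-43 appear as activators. Cells (OD600=0.02, galactose medium, raffinose-pregrown) are incubated with compound 24 hr at 30 deg C and growth is quantified by BacTiter-Glo.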
PTHR1 ag: agonists of human PTHR1 parathyroid hormone receptor. Potency, µM (titrated, usually from 115 µM), for the others: top-dose activation, usual class: activators. HEK293 GP2 PTHR1 cells, GloSensor cAMP luminescence, 1 h. Q03431. 410,000 tested, 0.075% active. AID 743266; further: potency means the concentration at half of the fitted maximal effect; nearly all actives have a fitted effect of over 55% in size; some results filed as inactive show a strong effect at the top dose; inactives centre near -15; many of its hits are not listed in these tables
Target sequence (Q03431 whole entry, looked up): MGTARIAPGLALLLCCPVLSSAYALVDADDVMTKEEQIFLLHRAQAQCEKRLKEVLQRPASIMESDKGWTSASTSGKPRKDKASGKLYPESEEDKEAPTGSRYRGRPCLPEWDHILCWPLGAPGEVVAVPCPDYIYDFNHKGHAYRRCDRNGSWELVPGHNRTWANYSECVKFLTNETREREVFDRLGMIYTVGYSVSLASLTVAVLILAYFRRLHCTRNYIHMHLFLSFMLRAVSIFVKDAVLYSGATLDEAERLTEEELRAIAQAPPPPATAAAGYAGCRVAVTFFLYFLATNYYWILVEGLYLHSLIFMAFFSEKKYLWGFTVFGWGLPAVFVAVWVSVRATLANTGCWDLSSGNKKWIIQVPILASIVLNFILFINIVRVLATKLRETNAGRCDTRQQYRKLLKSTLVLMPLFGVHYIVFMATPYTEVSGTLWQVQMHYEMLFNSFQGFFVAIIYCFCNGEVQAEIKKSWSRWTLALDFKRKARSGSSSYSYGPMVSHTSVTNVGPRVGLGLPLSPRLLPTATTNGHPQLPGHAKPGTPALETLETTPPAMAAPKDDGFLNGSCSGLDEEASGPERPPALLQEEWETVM
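HEK-293-derived GP2 cells expressing PTHR1 and a GloSensor cAMP reporter, 3,000/well, plated overnight, given luciferin plus IBMX (each 0.5 mM as added) for 1 h at 37 °C, then compound for 1 h at 37 °C. Luminescence was read after 15 min at room temperature.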
FUS suppressor: suppressors of FUS proteinopathy in yeast | S. cerevisiae FUS-expressing, growth rescue, OD600, 24 h | 390,000 tested, 0.24% active | Potency, µM (top dose mostly 76.6 µM), for inactives: top-dose growth rescue (activation), hits mostly activators;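 further: potency means the concentration at half of the fitted maximal effect; plate controls were DMSO vehicle for no effect and reference control for full effect; nearly all actives have a fitted effect of over 55% in size; some results filed as inactive show a strong effect at the top dose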
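Restored growth of FUS-toxic S. cerevisiae, read as 600 nm absorbance after 24 h at 30C in galactose medium (starting OD 0.005). Controls CP55940 and DMSO.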
Akt phos inh: Akt phosphorylation inhibition | Neuro2A IGF-stimulated pAkt S473 HTRF, 20 min; stronger effect = lower value | activity change, % for hits at 50 µM | 360,000 tested, 0.32% active | AID 651550; in the data active means activity change below about -80%; inconclusive means mostly about -51% to -80%; further: on the % scale 0 is the no-effect control and ±100 the full control effect
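Neuro2A cells (4,500/well, DMEM with 0.5% FBS) were treated with compound at a single 50 µM final concentration, stimulated with 6 nM IGF for 20 min at 37 °C, and lysed. Phospho-Akt Ser473 was read by HTRF as 665/615 ratio ×10^4.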
MmCpn inh: M. maripaludis TRiC chaperonin inhibition. purified Mm-Cpn ATPase, ADP Transcreener TR-FRET. Potency, µM (top dose mostly 76.9 µM), inactives show at the highest dose activity, negative = inhibition, usual class: inhibitors. 330,000 tested, 0.031% active; further: potency means the concentration at half of the fitted maximal effect; on the % scale 0 is the no-effect control and ±100 the full control effect; nearly all actives have a fitted effect of over 80% in size
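ATPase read-out: TR-FRET ADP immunoassay (anti-ADP Eu cryptate vs ADP-d2), ex 320 nm, em 590/665 nm; signal drops as ADP forms. Enzyme 25 nM, ATP 10 uM, 30 min at 37°C after 10 min compound preincubation.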
Numbers without * were called inactive; i = inactive; ? = inconclusive; . = not tested or not shown; [ ] = dose if it differs, or a comment. Unless noted, the call rests on the fitted dose curve; in most records, active means well fitted curve in the direction sought with a large enough effect; inconclusive means small, poorly fitted or top-dose-only effect, or another doubt; inactive means no such curve, though single readings can be large; an effect the other way counts as inactive or inconclusive.

SMILES | aSyn rescue | Abeta rescue | GLP1R inv ag | GLP1R cytotox | TDP-43 yeast inh | PTHR1 ag | FUS suppressor | Akt phos inh | MmCpn inh
Cc1ccc(Oc2ccc(Cl)cc2NC(=O)c2cnccn2)cc1 | -15% | -12% | 5% | -2% | -14% | i | 5% | i | -1%
COc1ccccc1CNC(=O)COC(=O)c1cnccn1 | -3% | -1% | 26% | 7% | -3% | i | 23% | i | 1%
CC(C)(CC(=O)O)CC(=O)Nc1ccc2c(c1)ncn2CCc1ccccc1 | -3% | 6% | 22% | 1% | -12% | -20% | -1% | i | 1%
COc1cccc(C2c3cc4c(cc3OC(NNC(N)=O)C2C)OCO4)c1O (stereo unspecified) | 13% | 4% | ? | ? | 29% | -24% | . | i | .
COc1ccccc1S(=O)(=O)Cc1ccc(C(=O)NC2CCCCC2)o1 | -2% | -4% | -11% | 3% | 2% | i | . | i | 2%
COc1cc(C2C(C#N)=C(C)NC3=C2C(=O)CC(C)(C)C3)cc(OC)c1O (stereo unspecified) | -1% | -18% | 7% | 6% | -10% | i | 7% | i | 1%
CSc1sc(C(=O)N2CCCCC2)c(-c2cccs2)c1C#N | -3% | -9% | ? | 2% | 6% | -7% | 4% | i | -1%
Cc1ccc(NS(=O)(=O)c2ccc(Cl)c(C(=O)O)c2)cc1S(=O)(=O)N1CCOCC1 | 3% | 3% | 15% | 61%[activator] | 0% | i | -2% | i | -1%
CCOc1ncccc1C(=O)NCC1COc2ccccc2O1 (stereo unspecified) | -10% | -16% | 123%[activator] | 3% | ? | -29% | 16% | i | 1%
Cc1cccc(C)c1NC(=O)C1(C)CCC(=O)N1C1CCN(Cc2ccccc2)CC1 (stereo unspecified) | -10% | -24% | 10% | -3% | 15% | -20% | -28% | i | .
COc1ccc(CC(=O)Nc2ccc(S(=O)(=O)Nc3cc(C)on3)cc2)cc1 | 1% | 1% | 1% | -2% | 3% | i | 8% | i | -13%
COc1ccc(CNC(=O)c2cccnc2SC)cc1OC | -6% | -23% | 15% | 3% | ? | i | -8% | i | 2%
COCCc1ccc(OC2(C)CCN(Cc3cccn3-c3nccs3)C2)cc1 (stereo unspecified) | -15% | -4% | -54% | 0% | 10% | ? | 8% | . | .
COc1cc(OC)cc(C(=O)Nc2cccc3c2CCCC3)c1 | 3% | 3% | -24% | -1% | 3% | ? | -13% | i | 0%
CC(=O)Nc1ccc(NCC(=O)c2ccccc2)cc1 | 3% | 4% | 1% | -8% | 8% | ? | 9% | i | 0%
C=CCNc1nc(NC(C)(C)CO)nc(OC)n1 | 2% | 12% | 7% | 3% | 7% | i | 7% | i | 1%
O=C(NCC1(c2ccccc2)CCCC1)C(=O)Nc1cccc(Br)c1 | . | -26% | 3% | 16% | 5% | -12% | 4% | . | .
O=C(CS(=O)(=O)c1ccc(F)cc1)N1CCN(c2ccccc2)CC1 | -2% | 22% | 33%[activator] | 5% | ? | -1% | -12% | i | 2%
O=C(NC1CCCCCCC1O)c1ccccc1 (stereo unspecified) | -1% | -12% | 27% | -7% | -12% | -15% | . | i | .
Cc1ccsc1/C=N\NC(=O)c1ccc2c(c1)OCO2 | -7% | 9% | -8% | 14% | -14% | -84%[inhibitor] | . | i | 0%
C=CCn1c(C)nnc1SCC(=O)c1c(N)n(C2CC2)c(=O)[nH]c1=O | 1% | -9% | 6% | 9% | -2% | -6% | 11% | i | 1%
CCc1nc2ccc(C(=O)N3CCN(C(=O)c4ccco4)CC3)cn2c1N(CCC(C)C)CCN(C)C | 1% | -17% | 16% | 8% | 7% | -5% | -11% | i | .
COc1ccc(-c2oc3ccc(N4CCOCC4)cc3c2C#Cc2ccc(N)cc2)cc1 | 11% | -5% | ? | -27% | 20% | -4% | ? | i | .
COCCCNC(=O)c1ccccc1C(F)(F)F | 10% | 11% | -19% | ? | 22% | i | -12% | i | -1%
O=C(CCN1CCN(c2ccccc2F)CC1)c1ccc(Br)cc1 | -30%[inhibitor] | -10% | ? | ? | -3% | i | 0% | i | 1%

Overlap with the part before: three entries, followed by the next part.
SMILES | aSyn rescue | Abeta rescue | GLP1R inv ag | GLP1R cytotox | TDP-43 yeast inh | PTHR1 ag | FUS suppressor | Akt phos inh | MmCpn inh
COc1ccc(-c2oc3ccc(N4CCOCC4)cc3c2C#Cc2ccc(N)cc2)cc1 | 11% | -5% | ? | -27% | 20% | -4% | ? | i | .
COCCCNC(=O)c1ccccc1C(F)(F)F | 10% | 11% | -19% | ? | 22% | i | -12% | i | -1%
O=C(CCN1CCN(c2ccccc2F)CC1)c1ccc(Br)cc1 | -30%[inhibitor] | -10% | ? | ? | -3% | i | 0% | i | 1%
Cc1cc(-c2nnc(CCC(=O)NCC(C)c3ccccc3)o2)no1 (stereo unspecified) | -3% | -7% | 22% | 3% | 9% | -24% | 9% | i | 2%
N#Cc1cccc(S(=O)(=O)NNC(=O)C23CC4CC(CC(C4)C2)C3)c1 | -2% | 7% | -9% | 17% | 3% | i | 11% | i | 0%
O=C1CCCC/C1=C\Nc1ccc(C(=O)O)c(O)c1 | 1% | 7% | 18% | 5% | 17% | 15% | 1% | i | -1%
Cc1csc2c(=O)sc(NC(=O)c3ccco3)nc12 | -7% | 3% | 21% | 5% | 17% | -4% | -5% | i | -14%
Cc1nn2c(C)c(C(=O)N3CCN(c4ccccc4F)CC3)cnc2c1-c1ccc(F)cc1 | . | 1% | 9% | 4% | ? | -11% | -12% | . | .
CCc1nnc(NC(=O)CCC(=O)N2CCN(CCOc3ccc(C)cc3)CC2)s1 | 3% | 8% | -30% | -16% | 15% | -15% | 1% | i | 1%
O=C(Nc1ccccc1N1CCOCC1)c1cccc(NS(=O)(=O)c2ccc(F)c(F)c2)c1 | 5% | 9% | 1% | 1% | -8% | -2% | 39% | i | -1%
CCc1c(C)sc(NC(=O)C2CC(c3c(F)cccc3Cl)=NO2)c1C#N (stereo unspecified) | 0% | 5% | ? | -4% | 20µM* | -15% | 2% | i | 1%
COc1ccc(OC)c(C(=O)NC(CC(N)=O)c2ccc(N3CCC(N4CCCC4)CC3)c([N+](=O)[O-])c2)c1 (stereo unspecified) | 1% | -15% | 2% | -12% | -13% | -4% | -2% | i | -1%
CCN(C(=O)COC(=O)c1ccccc1OCc1ccc(Cl)cc1)C1CCS(=O)(=O)C1 (stereo unspecified) | 8% | -8% | -13% | 24% | -9% | i | . | i | -1%
CCO[C@H]1OC(C(=O)O)=C[C@@H](C(C)(C)C)[C@@H]1CCCO | 4% | -7% | 13% | 0% | -2% | 12% | -8% | i | .
CCOC(=O)N1CCN(C(=O)CSc2ncccn2)CC1 | -12% | 3% | 5% | 2% | 22% | i | -1% | i | 1%
CCCCCCN1CCN(C2CN(C3CCCCC3)S(=O)(=O)C2)CC1 (stereo unspecified) | 2% | 7% | -36% | 2% | 22% | -5% | -14% | i | .
COc1ccc(N(Cc2cccs2)C(=O)COc2cccc(Cl)c2)cc1 | . | -6% | 14µM* | 2% | ? | i | 17% | . | .
O=C(O)c1cc(NC(=O)c2ccc([N+](=O)[O-])cc2)cc(NC(=O)c2ccc([N+](=O)[O-])cc2)c1 | -11% | -18% | 15% | 0% | -17% | i | 13% | i | 2%
O=C(O)CCc1nn2c3ccccc3n(Cc3ccccc3F)c2nc1=O | 0% | -13% | 4% | 5% | -3% | 0% | 11% | i | -3%
CSc1nnc(N2C(=O)C(O)=C(C(=O)c3ccco3)C2c2ccc(F)cc2)s1 (stereo unspecified) | -12% | 1% | 3% | 0% | 9% | -17% | -1% | i | -16%
CN(c1ccc(OCC(=O)OCC(=O)c2c(N)n(C)c(=O)n(C)c2=O)cc1)S(=O)(=O)c1ccc2ccccc2c1 | 3% | -4% | 63%[activator] | 15% | -1% | i | 36% | i | 1%
Cc1cccc(NC(=O)CSc2nnc(NC(=O)C3CCC3)s2)c1 | ? | 4% | -6% | 3% | 8% | i | 7% | i | ?
COc1cc(C(=O)NCCOc2cc(C)ccc2C(C)C)cc(OC)c1OC | 0% | 8% | 3.5µM* | -12% | -1% | -32%[inhibitor] | 32% | i | 0%
CCCN(CCC)C(=O)CSc1nc2c(sc(=S)n2-c2ccc(OCC)cc2)c(=O)[nH]1 | 0% | 4% | -9% | -1% | -14% | -28% | -5% | i | 1%
Cc1ccc(NC(=O)c2ccc(=O)n(CC(=O)Nc3cccc(C)c3)n2)cc1 | . | -4% | 7% | -9% | 22% | -12% | 1% | . | .
COc1cc(CCC(=O)NCc2ccc3c(c2)CCN3C(=O)c2ccccc2)cc(OC)c1OC | . | -3% | -20% | 4% | 14% | -30%[inhibitor] | -2% | . | .
COc1cc(CNCc2cccs2)ccc1OCc1cccs1 | 0% | 12% | ? | -17% | -5% | i | 2% | i | 3%
Cc1onc(-c2ccccc2)c1NC(=O)Nc1c(-c2ccccc2)noc1C | 2% | -1% | -2% | -2% | 6% | -12% | 5% | i | 0%
COc1ccc2c(c1)c(=O)oc1cc(O)ccc12 | 7% | 0% | 79%[activator] | 25% | 16% | -22% | -28% | i | .
Cn1cc(-c2ccccc2C(N)=O)c(=O)c2cc(Cl)ccc21 | -5% | -13% | 5% | 1% | -12% | -9% | -4% | i | -1%

Screens: PubChem, National Center for Advancing Translational Sciences (NCATS)

Only part of the results is shown, so the mix of outcomes need not match the whole.
